From PubChem
CRFR2-BP antag = antagonists of CRF-BP/CRF-R2 complex, primary screen, cell-based, HEK293, calcium dye fluorescence, uHTS | 350,000 compounds, 0.59% hits | inhibition, % at 11.8 µM | CRF-induced calcium fluorescence;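 active = inhibition of the ligand-induced calcium signal above about 50% at the single tested concentration, limit read from the data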
CHRM5 PAM = human M5 muscarinic receptor positive allosteric modulators, primary screen, CHO-K1 cells, Fluo-8 calcium fluorescence | Muscarinic acetylcholine receptor M5 (Homo sapiens), P08912 | CHO-K1 hM5, ACh EC20 PAM; 0% = ACh EC20, 100% = ACh EC100 | activation, % at 3 µM | 360,000 compounds, 0.3% hits;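 active = activation above the run cutoff, the mean activation of all test compounds plus 3 SD, cut at about 18% in these data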
Target sequence (P08912 whole entry, looked up): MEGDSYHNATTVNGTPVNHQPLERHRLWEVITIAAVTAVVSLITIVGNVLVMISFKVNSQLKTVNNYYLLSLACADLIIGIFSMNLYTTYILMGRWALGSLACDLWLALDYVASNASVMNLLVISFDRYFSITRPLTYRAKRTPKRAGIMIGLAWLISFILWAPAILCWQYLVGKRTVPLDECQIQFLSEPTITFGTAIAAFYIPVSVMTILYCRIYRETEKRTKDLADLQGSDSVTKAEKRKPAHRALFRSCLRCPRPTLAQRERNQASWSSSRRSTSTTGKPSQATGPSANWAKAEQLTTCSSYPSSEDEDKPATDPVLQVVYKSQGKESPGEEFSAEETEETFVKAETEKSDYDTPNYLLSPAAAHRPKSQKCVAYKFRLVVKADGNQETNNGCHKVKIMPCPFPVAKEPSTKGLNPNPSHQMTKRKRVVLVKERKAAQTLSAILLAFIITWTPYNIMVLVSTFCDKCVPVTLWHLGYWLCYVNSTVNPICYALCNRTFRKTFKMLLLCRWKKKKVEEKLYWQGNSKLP
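system = human M5 receptor in CHO-K1 cells | reagent = EC20 acetylcholine as agonist stimulus | compound dosing = single-point, 3 µM nominal | incubation = Fluo-8 loading 80 min at 37 °C plus 30 min room temperature | detection = Fluo-8 calcium dye fluorescence, kinetic read | benchmarks = low control EC20 acetylcholine (0%), high control EC100 acetylcholine (100%)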
CHRM4 antagonist = human M4 muscarinic receptor antagonists, primary screen, CHO cells, Fluo-8 calcium fluorescence. AID 624125, 2012. Muscarinic acetylcholine receptor M4 (Homo sapiens), P08173. 360,000 compounds, 0.73% hits. CHO-hM4 cells, ACh EC80. inhibition, % at 3 µM;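 active = inhibition above its plate's cutoff, the mean inhibition of sample wells plus 3 SD, cut at about 27% in these data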;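 note: 0% = acetylcholine EC80 with DMSO and 100% = DMSO without agonist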
Target sequence (P08173 whole entry, looked up): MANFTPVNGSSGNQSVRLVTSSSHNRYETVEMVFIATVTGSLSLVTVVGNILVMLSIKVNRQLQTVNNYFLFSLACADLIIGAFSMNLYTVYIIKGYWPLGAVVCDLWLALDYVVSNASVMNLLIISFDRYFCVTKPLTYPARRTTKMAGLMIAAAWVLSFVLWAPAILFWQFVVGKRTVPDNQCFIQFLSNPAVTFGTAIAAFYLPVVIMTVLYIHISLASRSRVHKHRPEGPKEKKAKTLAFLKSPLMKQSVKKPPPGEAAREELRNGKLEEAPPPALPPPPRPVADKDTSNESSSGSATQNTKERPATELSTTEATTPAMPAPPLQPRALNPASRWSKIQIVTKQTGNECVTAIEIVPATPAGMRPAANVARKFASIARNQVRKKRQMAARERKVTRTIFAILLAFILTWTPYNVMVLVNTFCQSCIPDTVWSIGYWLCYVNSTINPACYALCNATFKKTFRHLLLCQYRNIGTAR
IDE cell inh = human IDE inhibitors in live cells, primary screen, fluorescence polarization, HEK cells, FAbetaB substrate. 320,000 compounds, 0.41% hits. inhibition, % at 5.59 µM. FAbetaB cleavage;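 active = percent inhibition above the average of all tested compounds plus 3 SD, set per screening campaign, cut at about 16% in these data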;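 note: IDE supplied by intact live HEK cells; FP after avidin binding of uncleaved biotin substrate so inhibition keeps polarization high; 0% = DMSO wells and 100% = 60 µM reference IDE inhibitor Ii1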
M5 antag = human M5 muscarinic receptor antagonists, primary screen, CHO cells, Fluo-8 calcium fluorescence; Muscarinic acetylcholine receptor M5 (Homo sapiens), P08912; CHO-hM5 cells, ACh EC80; inhibition, % at 3 µM; 360,000 compounds, 0.59% hits;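 active = inhibition above a per-plate cutoff, the mean of that plate's test compounds plus 3 SD, cut at about 27% in these data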;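 note: 0% = acetylcholine EC80 with DMSO and 100% = DMSO without agonist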
CRFR2-BP ag = agonists of CRF-BP/CRF-R2 complex, primary screen, cell-based, HEK293, calcium dye fluorescence, uHTS; calcium dye fluorescence (FLIPR); percent of saturating CRF peptide response; activation, % at 13.2 µM; 350,000 compounds, 0.46% hits; AID 588473, 2011;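 active = activation of at least 50%, plus an integration ratio under a set limit after plate pattern correction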;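 note: plate controls were neutral control wells without compound for no effect and CRF at EC100 for full effect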
M5 ag = human M5 muscarinic receptor agonists, primary screen, CHO-K1 cells, Fluo-8 calcium fluorescence | Muscarinic acetylcholine receptor M5 (Homo sapiens), P08912 | CHO-K1 hM5 cells; 0% DMSO wells, 100% maximal acetylcholine response | activation, % at 3 µM | 360,000 compounds, 0.19% hits;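 active = activation above the run's mean over test compounds plus 3 SD, cut at about 23% in these data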;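 note: signal is peak over basal fluorescence ratio across the kinetic read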
CHRM4 agonist = human M4 muscarinic receptor agonists, primary screen, CHO-K1 cells, Fluo-8 calcium fluorescence; CHO-K1 hM4/Gqi5; vehicle 0%, full acetylcholine response 100%; AID 624127, 2012; activation, % at 3 µM; 360,000 compounds, 0.14% hits;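 active = activation above the run mean over all test wells plus 3 SD, cut at about 32% in these data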;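 note: peak over basal fluorescence ratio per well then scaled between controls; 0% = DMSO wells and 100% = acetylcholine at EC100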
CHRM4 PAM = human M4 muscarinic receptor positive allosteric modulators, primary screen, CHO-K1 cells, Fluo-8 calcium fluorescence. Muscarinic acetylcholine receptor M4 (Homo sapiens), P08173. CHO-K1 hM4/Gqi5, ACh EC20; 0% = ACh EC20, 100% = maximal ACh. activation, % at 3 µM. 360,000 compounds, 0.4% hits. AID 624126, 2012;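 active = activation above its plate's cutoff, the mean activation of sample wells plus 3 SD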; note: some results filed as inactive read as strong as hits
* hit, by the source's call; nt = not tested or not shown.

CRFR2-BP antag	CHRM5 PAM	CHRM4 antagonist	IDE cell inh	SMILES	M5 antag	CRFR2-BP ag	M5 ag	CHRM4 agonist	CHRM4 PAM
5	0	-8	nt	Cc1c(C(=O)N2CCC(C)CC2)sc2ncnc(N3CCN(c4ccccc4)CC3)c12	-7	-8.8	3	3	13
-7	4	5	nt	CCCCN(C(=O)c1ccc(N(C)S(=O)(=O)c2ccc(C)cc2)cc1)c1c(N)n(CC(C)C)c(=O)[nH]c1=O	10	-1.3	1	0	1
-4	2	-9	nt	S=C(Nc1ccccc1)Nc1ccc2ccccc2c1	4	-1.5	2	0	0
-6	-4	-2	2	CSc1nc(Cl)c(Cc2ccc(OC(C)C)cc2)c(N2CCOCC2)n1	-2	2.8	1	-2	0
8	-5	-2	8	Cc1cc(C)cc(N(CC(=O)N2CCCCCC2)S(C)(=O)=O)c1	7	1.1	-19	0	-4
-29	-2	9	-3	CCC(C)[C@H](N)c1nnc(SCC(=O)c2ccc(Cl)cc2)o1 (stereo partly specified)	-1	-9.8	3	1	-4
0	-1	4	0	Cc1ccc(CN2CCN(Cc3c[nH]c4ccccc34)CC2CCO)o1 (stereo unspecified)	3	0.6	-4	1	3
nt	6	-16	nt	Cc1ccc(OCc2nc3ccccc3n2C(C(=O)Nc2c(C)cccc2C)C2CC2)cc1 (stereo unspecified)	-9	nt	-2	0	3
12	0	8	0	Cc1ccc(OCc2nc(C#N)c(NCCCn3ccnc3)o2)cc1	1	-0.2	-9	1	2
6	-3	12	-5	CN1C(=O)[C@H]2[C@@H](C3CC3)N3C(=O)CN(CCO)C(=O)[C@@]3(Cc3ccccc3)[C@H]2C1=O	13	-0.6	0	1	6
-20	-1	34*	-4	COc1ccc(CNCc2cn(-c3cccc(F)c3)nc2-c2ccc(C)o2)cc1	-3	1.4	6	4	7
-7	4	8	-3	COc1ccc([C@H]2CC(=O)C=C(c3ccc(-c4ccccc4)c(F)c3)C2)cc1OC	11	1.8	0	0	3
15	0	-6	1	O=S1(=O)CC2N=C(N(Cc3c(F)cccc3Cl)c3ccccc3F)SC2C1 (stereo unspecified)	2	-0.8	1	3	4
-3	5	-7	-2	COc1ccc(-c2csc(N(C)C(=O)c3cccs3)n2)cc1	-3	0.2	4	2	0
-2	1	6	4	CCOC(=O)c1cc(NC(=O)N2CCCCC2)c(C)nc1C	8	-1.9	-3	1	-5
6	15	3	5	Cc1ccc(NC(=O)CCNC(=O)c2ccc([N+](=O)[O-])cc2)cc1S(=O)(=O)N(C)C	0	-0.1	3	0	-3
3	-1	-2	nt	COc1ccc(CC(=O)Nc2ccc(S(=O)(=O)Nc3cc(C)nc(C)n3)cc2)cc1OC	3	-1.4	0	0	9
5	-4	6	7	Cc1ccc(CNC(=O)[C@H](C)[C@H]2C[C@]2(C)[C@H](NC(=O)OCc2ccccc2)c2ccccc2)o1	2	-0.6	-3	3	11
-19	3	10	7	CN1C(=O)C(O)(C2COC(C)(C)CC2=O)c2cc(Br)ccc21 (stereo unspecified)	-1	1.3	1	0	19
0	3	2	0	CCC(NC(=O)c1ccc(C#CC2(O)CCCCC2)cc1)C(=O)O (stereo unspecified)	-3	0.9	1	1	6
1	0	1	-7	COc1ccc2c(c1)CC[C@@H]1[C@@H]2CC[C@]2(C)[C@@H](C(=O)O)C[C@@H]12	2	-0.1	-5	0	3
-14	-2	-10	3	CCOc1cc(/C=C/C(=O)O)ccc1OCCOc1ccc(F)cc1	-4	-0.2	0	1	3
-3	3	-18	-4	N#Cc1c(NC(=O)CCC(=O)O)sc2c1CCCCC2	5	1.3	-1	2	6
-1	2	-2	1	Cc1cc(=O)oc2cc3c(cc12)OCCO3	-3	0.8	-1	1	10
-4	-5	-10	1	COc1ccc(CN(Cc2cccn2C)C(=O)c2cc3cc(OC)ccc3[nH]2)cc1	7	1.2	-2	3	-12
3	3	-13	-1	O=C1c2cccc3cccc(c23)N1Cc1cccc(F)c1	0	-1.7	-5	-1	1
1	-3	-22	1	Fc1cccc(Cl)c1CSc1nnc(-c2ccncc2)o1	2	0.2	-3	1	0
-27	7	11	-2	COC(=O)c1cc(C(=O)Nc2ccc(C)cn2)cc([N+](=O)[O-])c1	1	-0.9	-4	-1	19
1	5	0	-1	O=C1CCN(Cc2ccccc2)CCN1[C@H](CSc1ccccc1)c1ccccc1	1	-0.8	1	3	-1
2	-1	-1	-2	CC(OC(=O)CCN1C(=O)C2CC=CCC2C1=O)C(=O)c1ccc(F)cc1 (stereo unspecified)	7	0.5	-1	3	4
-2	-2	0	4	CCN(CC)S(=O)(=O)c1ccc(C(=O)Nc2nnc(COC)o2)cc1	8	-0.6	-3	1	6
-2	0	-3	-7	CCOc1ccc(N(CC)S(=O)(=O)c2c(C)[nH]c(=O)[nH]c2=O)cc1	3	14	-2	1	1
18	1	-5	3	CCN(CC)C(=O)C(=O)c1cccn1-c1cccc(Cl)c1C#N	3	-1.1	-1	1	1
97*	-19	-4	1	N#C/C(N=Nc1ccccc1O)=N\Nc1ccccc1O	14	61*	15	25	1
10	-4	-14	2	O=C(NCc1ncc(C(F)(F)F)cc1Cl)Nc1ccccc1	6	-2.6	-1	3	-4
-16	-4	-2	4	COc1ccc(CN2CC(=O)N3[C@H]4c5ccccc5OC[C@@H]4[C@H](c4ccccc4)[C@]3(C)C2=O)cc1	-8	3.9	3	14	-6
11	0	-4	-1	CCC(C)N(C(=O)c1csnn1)C(C(=O)NCc1ccc(F)cc1)c1ccco1 (stereo unspecified)	0	-2.3	-2	1	-5
nt	-9	-18	nt	COc1ccc(NC(=O)c2cccc3c(-c4cnn(C)c4)coc23)cc1	9	nt	-1	11	4
10	-3	-13	5	Cc1ccc(N(C(C)C(=O)O)S(=O)(=O)c2c(C)[nH]c(=O)[nH]c2=O)cc1 (stereo unspecified)	-2	-0.1	2	1	8
45	4	0	1	CCOc1ccccc1-n1c(SCC(=O)N2CCCC2)nnc1-c1ccoc1C	5	-1.1	-11	0	2
4	-20	-3	5	CCOc1ccc(NC(=O)CN(C)C(=O)c2ccccc2Cc2ccccc2)cc1OCC	11	0.1	3	15	-1
10	-9	7	-4	COCN(C#N)c1nc(OC)nc(OC)n1	7	-0.2	1	0	-4
14	0	0	0	CCOc1ccc(-n2c(=O)c3sccc3n(Cc3cccc([N+](=O)[O-])c3)c2=O)cc1	4	1.7	3	0	-1
-2	9	-1	0	CC1(C)Cc2nc3oc4c(SCC(N)=O)ncnc4c3cc2CO1	-3	-1.5	1	2	-1
13	-2	-3	0	O=C(/C=C/c1ccco1)Nc1cccc(C(=O)Nc2ccccc2C(=O)O)c1	10	0.4	0	-2	12
-66	-1	3	3	O=c1[nH]cnc2c1nc(NCc1ccccc1)n2C1O[C@@H](CO)[C@H](O)[C@@H]1O (stereo partly specified)	-2	1.8	0	2	2
-12	-16	-4	6	O=C(CSc1nnnn1-c1ccccc1)N1N=CCC1c1ccccc1 (stereo unspecified)	13	0.6	0	12	-5
-30	6	12	1	Clc1ccc(CSc2nnc([C@@H]3CCCN3)o2)cc1	-1	3.2	-8	0	7
-1	-1	-5	1	O=C([C@H](Cc1ccccc1)N1C(=O)c2ccccc2C1=O)N1CCOCC1	14	0.7	-3	0	0
-7	6	-13	-1	O=C(CN(c1cccc([N+](=O)[O-])c1)S(=O)(=O)c1ccccc1)N1CCCCC1	0	0.7	-3	2	0
19	-6	-1	-2	CCOC(=O)C1CCN(Cc2nc3ccc(Cl)cc3n2CCO)CC1	0	-0.9	-2	0	5
-16	6	4	nt	Nc1ccccc1SC(CC(=O)c1ccccc1)c1cccc([N+](=O)[O-])c1 (stereo unspecified)	17	2.2	11	2	1
8	-1	10	4	Cc1ccc(/C=C/C(=O)O)cc1S(=O)(=O)N1CCC(Cc2ccccc2)CC1	5	-3.7	1	1	-6
3	5	-19	0	Cc1cccc(C(=O)NC2CCN(CC(=O)NCc3ccccc3F)CC2)c1	3	3.3	-4	1	2
20	-3	6	3	CCc1cc2ccccc2nc1SCC(=O)Nc1cc(OC)c(OC)cc1C(=O)O	0	0.1	-2	0	4
55*	2	11	-1	Fc1ccc(OCCCCCn2ccnc2)cc1	2	1.2	-2	3	-3
-3	0	1	2	CC1CN(C(=S)Nc2ccc(S(N)(=O)=O)cc2)CC(C)O1 (stereo unspecified)	1	-0.7	-5	1	3
-10	-1	-2	-3	Fc1ccc(CNc2ccc(N3CCN(Cc4ccccc4)CC3)cc2)cc1	0	3.0	-3	2	-4
-8	0	-3	0	COCCCN(C(=O)c1ccco1)c1nc(-c2cc(OC)ccc2OC)cs1	3	-1.8	-3	0	-2
4	4	-4	3	CCCCn1c(N)c(N(CC(C)C)C(=O)c2cc3c(s2)CCCCC3)c(=O)[nH]c1=O	6	-1.1	2	1	1

Some of these compounds in order of their number in CRFR2-BP ag, ascending.
CRFR2-BP antag	CHRM5 PAM	CHRM4 antagonist	IDE cell inh	SMILES	M5 antag	CRFR2-BP ag	M5 ag	CHRM4 agonist	CHRM4 PAM
-3	0	1	2	CC1CN(C(=S)Nc2ccc(S(N)(=O)=O)cc2)CC(C)O1 (stereo unspecified)	1	-0.7	-5	1	3
-7	6	-13	-1	O=C(CN(c1cccc([N+](=O)[O-])c1)S(=O)(=O)c1ccccc1)N1CCCCC1	0	0.7	-3	2	0
-16	6	4	nt	Nc1ccccc1SC(CC(=O)c1ccccc1)c1cccc([N+](=O)[O-])c1 (stereo unspecified)	17	2.2	11	2	1
-10	-1	-2	-3	Fc1ccc(CNc2ccc(N3CCN(Cc4ccccc4)CC3)cc2)cc1	0	3.0	-3	2	-4

(more compounds)
CRFR2-BP antag	CHRM5 PAM	CHRM4 antagonist	IDE cell inh	SMILES	M5 antag	CRFR2-BP ag	M5 ag	CHRM4 agonist	CHRM4 PAM
5	1	-5	3	CCOC(=O)C(Sc1ncc(C#N)c(N)n1)C(C)C (stereo unspecified)	-1	-2.4	3	1	9
-4	-2	7	-3	O=C(CSc1ccc(-c2cccs2)nn1)N1CCCCCC1	-2	-0.2	-1	0	-9
8	-16	0	5	COc1ccc(CCNc2nc(N3CCOCC3)nc(N3CCOCC3)n2)cc1OC	-6	-0.3	-3	4	-8
3	0	1	-3	COCCSc1nnc(NC(=O)CS(=O)(=O)c2ccc(C)cc2)s1	10	-1.1	0	1	-7
10	-3	-1	2	COc1ccc(C(=O)N2CCN(Cc3ccc4c(c3)OCO4)CC2)cc1OC	-3	-2.1	-1	1	3
-26	2	-2	0	CCCc1[nH]nc2c1C(c1cc(OC)cc(OC)c1)C(C#N)=C(N)O2 (stereo unspecified)	-3	-0.3	-1	1	1
-12	-12	0	-5	Cc1nn(-c2ccccc2)c(C)c1/C=N/NC(=O)c1ccc(F)cc1	8	-3.3	6	10	-15
